Assay outcomes: PubChem, several laboratories
ABHD5-PLIN5 inh – blocks binding of human ABHD5 to perilipin-5; actives 0.78% (n = 360,000); Q00G26+Q8WTS1; inhibition, % at 4 µM; AID 602281; Split G. princeps luciferase complementation, luminescence, 4 h;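 active means inhibition above the mean inhibition across every tested compound plus 3 SD, cut at about 22% in these data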;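 further: 0% = DMSO only wells and the 100% control is not disclosed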
aDG glyco up – alpha-DG glycosylation activation; AID 624168; actives 0.22% (n = 360,000); Pro5-aDG cells, alpha-DG glycosylation AlphaScreen (IIH6); 0% Pro5, 100% B10-LARGE cell signal; activation, % at 10 µM;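 active means activation of at least 8% versus controls, or a plate z-score of at least 8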;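 further: Pro5 are CHO cells carrying HIG-tagged alpha-DG that lacks glycosylation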
Glyco luc inh – blocks N-linked glycosylation in D54 reporter cells; actives 0.23% (n = 360,000); reporter increase, % at 12.5 µM; D54 ERlucT glycosylation luciferase reporter, 24 h; percent of 100 nM tunicamycin response;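 active means mean luciferase reporter signal, scaled so untreated is 0 and the glycosylation-blocking control 100, at or above a set limit in every replicate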;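 further: luciferase carries N-glycosylation sites so blocking glycosylation raises the light; 0% = median of neutral control wells and 100% = median of 100 nM tunicamycin wells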
MC4R antagonist – human MC4R antagonism in cAMP assay; P32245; AID 540295; actives 0.48% (n = 360,000); MC4R-expressing cells, MTII-stimulated cAMP, LANCE TR-FRET; inhibition, % at 6.5 µM;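 active means inhibition above its plate's cutoff, the mean of tested wells on that plate plus 3 SD, cut at about 29% in these data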;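 further: 0% = Melanotan II alone and 100% = Melanotan II plus saturating MCL0020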
Target sequence (P32245 whole entry, looked up): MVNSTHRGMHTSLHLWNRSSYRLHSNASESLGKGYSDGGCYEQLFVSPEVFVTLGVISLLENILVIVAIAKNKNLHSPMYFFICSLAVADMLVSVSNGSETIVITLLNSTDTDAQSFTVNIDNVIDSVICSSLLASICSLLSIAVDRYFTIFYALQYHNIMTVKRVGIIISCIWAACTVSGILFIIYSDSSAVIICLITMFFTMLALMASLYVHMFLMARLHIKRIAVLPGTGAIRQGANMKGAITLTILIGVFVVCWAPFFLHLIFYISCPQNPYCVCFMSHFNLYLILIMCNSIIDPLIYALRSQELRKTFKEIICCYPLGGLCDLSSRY
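System: U2OS cells stably expressing human melanocortin 4 receptor (MC4R). Reagent: Melanotan II challenge after compound preincubation. Doses: 6.5 µM. Times: 30-min compound, 1-h challenge, 1-h detection, room temperature. Measured by: TR-FRET with Eu-cAMP and labeled anti-cAMP, 671 nm. Replicates: singlicate.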
ABCB6 inh MLPCN – blocks the human ABCB6 transporter. Q9NP58. K562-ABCB6 porphyrin accumulation, flow cytometry, 1 h; hits give low values. fluorescence ratio to DMSO, % at 10 µM. actives 0.19% (n = 360,000). AID 602162;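 active means fluorescence ratio to DMSO below 75%, the collection mean minus 3 SD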;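 further: signal is porphyrin accumulated inside mitochondria; 100% equals median channel fluorescence of DMSO control wells; lower ratio means ABCB6 inhibition with less porphyrin fluorescence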
Granule exo inh – lytic granule exocytosis inhibition; TALL-104 LAMP-1 surface exposure, flow cytometry; cells stimulated with thapsigargin and PMA; inhibition, % at 10 µM; actives 0.66% (n = 360,000); AID 651702;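 active means inhibition above about 55%, limit read from the data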
MC4R ag barr – human MC4R agonism via beta-arrestin; P32245; activation, % at 8.9 µM; actives 0.98% (n = 360,000); AID 540308; U2OS MC4R beta-arrestin complementation, luminescence; percent of melanotan II response, DMSO zero;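 active means activation above a per-plate cutoff, the mean activation of sample wells on that plate plus 3 SD, cut at about 8% in these data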
hiPSC survival – enhancers of human iPSC single-cell survival; hiPSC single-cell survival, ATPlite luminescence; 100% = ROCK inhibitor wells, 0% = DMSO; survival enhancement, % at 20 µM; actives 0.044% (n = 360,000); in the data active means survival enhancement above about 18%;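 further: cells exposed to compounds for 16 hours before the ATP read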
HTR2A ag – agonists of mouse serotonin 5-HT2A receptor (HTR2A); P35363; activation, % at 7.6 µM; actives 0.66% (n = 360,000); CHO-K1 mHTR2A beta-arrestin complementation, luminescence; percent of 30 µM serotonin response;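 active means activation above a run cutoff, the mean activation of all tested compounds plus 3 SD, cut at about 14% in these data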;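 further: 0% = plate median of compound wells and 100% = 30 µM serotonin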
Target sequence (P35363 whole entry, looked up): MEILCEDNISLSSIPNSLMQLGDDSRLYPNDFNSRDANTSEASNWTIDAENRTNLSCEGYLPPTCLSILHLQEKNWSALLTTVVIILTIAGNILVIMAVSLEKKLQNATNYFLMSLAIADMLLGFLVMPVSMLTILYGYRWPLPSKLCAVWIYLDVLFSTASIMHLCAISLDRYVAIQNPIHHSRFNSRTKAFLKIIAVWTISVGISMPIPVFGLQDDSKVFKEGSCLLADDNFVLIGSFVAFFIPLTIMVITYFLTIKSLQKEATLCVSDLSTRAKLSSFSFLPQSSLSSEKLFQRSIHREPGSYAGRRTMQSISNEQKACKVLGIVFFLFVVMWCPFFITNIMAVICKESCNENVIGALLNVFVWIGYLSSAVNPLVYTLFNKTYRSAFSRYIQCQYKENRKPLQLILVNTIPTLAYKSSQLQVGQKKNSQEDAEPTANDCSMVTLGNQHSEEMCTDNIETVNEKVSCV
Cardio protect – myocardial damage modulation in H9c2 cells. H9c2 cardiomyocytes, H2O2 injury protection, ATPLite, 2 h. protection from H2O2 cell death, % at 20 µM. actives 0.63% (n = 360,000);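 active means compounds giving at least 50% protection of heart cells from peroxide-induced death in the single-dose screen, raw or plate-pattern-corrected value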;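 further: 0% = DMSO wells with peroxide and 100% = DMSO wells without peroxide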
* hit, by the source's call; . = no result given. Rows are unselected; about 4.5% have a hit in one of these screens.

SMILES	ABHD5-PLIN5 inh	aDG glyco up	Glyco luc inh	MC4R antagonist	ABCB6 inh MLPCN	Granule exo inh	MC4R ag barr	hiPSC survival	HTR2A ag	Cardio protect
N=c1sccn1CC(=O)Nc1ccc(Cl)cc1[N+](=O)[O-]	-2	0.0	2	8	97	3	-1.9	-0.2	-4	-9
C/C(Cn1nnc2ccccc21)=N\OC(=O)c1cc(F)c(F)cc1Cl	3	0.1	0	2	102	-2	0.0	-0.4	2	-4
CCCN(CC(=O)Nc1ccccc1C)C(=O)c1ccc(N2CCCC2=O)cc1	2	0.0	-1	2	100	-2	-0.3	-0.3	3	2
Cn1c(=S)c2[nH]c(SCCC(C)(C)C)nc2n(C)c1=O	-3	-0.1	0	3	88	-5	-0.4	-1.4	7	4
Cc1ccccc1C(=O)NNC(=O)c1ccoc1C	-3	-0.2	1	-3	98	-2	2.0	-2.2	-1	6
Cc1ccc(SCc2cc(=O)[nH]c(N3CCCCC3)n2)cc1	3	-0.5	-1	3	98	0	-3.0	-1.8	0	-3
CCCC(=O)Nc1nn(C)c2nc3c(C)cccc3cc12	-8	0.3	1	-1	89	-1	-2.6	-0.9	0	11
COc1ccc(CCNC(=O)c2ccc(-c3cccc([N+](=O)[O-])c3)o2)cc1OC	0	-0.3	1	22	101	-2	1.0	2.6	0	40
CS(=O)(=O)c1ccc(Cl)c(NC(=O)COC(=O)CNC(=O)c2sc3ccccc3c2Cl)c1	6	0.3	1	8	96	-13	-1.0	0.2	4	-3
COc1cc(/C=C/c2ccc3cccc(OC)c3n2)c(OC(C)=O)c([N+](=O)[O-])c1	6	0.1	0	1	95	0	-1.7	1.6	2	22
Cc1nnc(NCCc2ccccc2)c2ccccc12	1	0.4	-7	3	96	15	-0.2	-0.2	-2	-4
CC(=O)OCC(=O)NCC(=O)c1c[nH]c2ccccc12	4	0.2	3	0	104	-16	-0.2	2.3	3	-4
O=C(COC(=O)c1ccc(O)cc1)NCc1ccc2c(c1)OCO2	3	-0.2	0	0	97	0	0.0	0.4	-1	12
Cc1cc(NC(=O)CN2C(=O)NC(Cc3ccccc3)C2=O)no1 (stereo not drawn)	-1	0.2	2	1	104	0	0.2	1.4	6	14
CN(Cc1ccc2nsnc2c1)Cc1nc(Cc2cccc(F)c2)no1	6	-0.2	0	-4	99	-1	-1.0	-0.6	-3	-3
Cc1cccc(-c2noc(CN(C)C(=O)c3ccc4c(c3)OCO4)n2)c1	1	-0.2	-3	6	96	-5	0.7	-0.4	0	-3
CCN(CC(=O)NCc1cccs1)C(=O)c1cccc(S(=O)(=O)Nc2ccccc2OC)c1	-3	-0.1	0	14	103	-4	-1.4	-0.5	-4	-3
CCC(CC)C(=O)OCC(=O)Nc1cccc(S(=O)(=O)N(C)c2ccccc2)c1	-6	0.3	1	13	100	-3	1.3	0.0	-1	-2
O=C(/C=C/Nc1ccccc1Br)c1ccccn1	5	0.2	-17	4	94	0	2.2	-5.8	-3	-35
CCCC(=O)N1CCCC(c2cc(C(=O)NCc3cccnc3)no2)C1 (stereo not drawn)	5	-0.1	1	2	103	-12	0.6	1.4	6	2
CN(Cc1ccccc1)C(=O)CN1C(=O)C2C3C=CC(C3)C2C1=O (stereo not drawn)	-1	-0.3	4	6	104	1	-1.3	-1.9	-3	-5
CC(=O)C1=C(O)C(=O)N(Cc2cccnc2)C1c1ccc(C(C)C)cc1 (stereo not drawn)	4	-0.2	1	-1	90	3	-2.6	-0.2	-2	2
Cc1ccc(S(=O)(=O)N(CC(=O)NN=C2CCN(C)CC2)c2ccc(C(C)C)cc2)cc1	-4	-0.3	1	6	95	-4	0.5	3.9	-2	-6
Cc1ccc(OCc2nnc(SCC(=O)Nc3cc(C)on3)n2C)cc1	-3	0.1	-1	10	100	0	2.1	1.2	6	2
COC(c1ccccc1)c1c(-c2ccccc2)nn(C)c1Cl (stereo not drawn)	1	0.0	-1	6	96	0	-0.2	0.5	5	-6
Further records.
SMILES	ABHD5-PLIN5 inh	aDG glyco up	Glyco luc inh	MC4R antagonist	ABCB6 inh MLPCN	Granule exo inh	MC4R ag barr	hiPSC survival	HTR2A ag	Cardio protect
CC(=O)Nc1ccc(SCC(=O)Nc2oc(C)c3c(C)n[nH]c(=O)c23)cc1	-6	1.3	1	3	96	6	-3.2	-0.5	3	3
O=C(NC1CCCCC1)N1CCN(c2nc(-c3ccccc3)cs2)CC1	-3	0.2	0	9	98	3	0.7	0.3	-7	-8
CN(CC(=O)Nc1ccc(F)cc1)C(=O)Cn1nnc(-c2ccccc2)n1	1	0.4	1	9	101	-5	-0.9	0.1	-7	-2
COc1ccccc1NC(=O)C/C(C)=N/NC(=O)c1ccccn1	7	-0.1	2	16	102	1	2.0	-0.6	-2	-2
O=C(C1CC(=O)N(C2CCCCC2)C1)N1CCN(c2ccccc2)CC1 (stereo not drawn)	4	-0.2	0	1	104	28	0.9	-0.1	-5	-1
Cc1nc([N+](=O)[O-])cn1CC(=O)c1ccccc1	0	-0.2	1	7	93	-2	-1.1	0.3	-1	-5
CN(CCOc1ccccc1)C(=O)C1CCC(=O)N(CCCN2CCOCC2)C1 (stereo not drawn)	-6	0.1	0	-2	96	1	-4.4	-0.5	1	2
COc1ccc(N2C(=O)CC(Sc3ccccc3C(=O)O)C2=O)c([N+](=O)[O-])c1 (stereo not drawn)	15	-0.2	1	4	103	9	-4.9	2.5	-7	8
CN(C)CCNC(C(=O)Nc1cccc(C(F)(F)F)c1)c1ccccc1 (stereo not drawn)	2	0.6	0	6	103	15	-2.2	-2.0	-1	1
COc1ccc(CC(=O)N[C@@H]2c3cc(OC)c(OC)cc3C[C@H]2O)cc1	1	-0.1	0	2	97	0	-0.9	0.2	18*	7
Cc1ccc(C(=O)C2=C(O)C(=O)N(Cc3cccnc3)C2c2ccc(OC(C)C)cc2)o1 (stereo not drawn)	-3	-0.1	2	1	95	1	-1.7	-0.4	3	-2
COc1ccc(N2C(=O)C3CCCN3C2c2ccccc2)cc1 (stereo not drawn)	-6	0.0	1	21	101	-1	-0.3	-2.3	1	-1
CC1CCCN(C(=O)Nc2cccc(NC(=O)N3CCCC(C)C3C)c2)C1C (stereo not drawn)	-4	0.0	1	0	107	-1	1.0	1.3	1	1
CCOC(=O)CCSc1nc(C)c2cc(C)ccc2n1	0	0.4	2	-5	98	3	-0.9	-1.4	-7	-5
Cn1c(=O)oc2cc(S(=O)(=O)N3CCCC(C(=O)Nc4ccc5c(c4)OCCO5)C3)ccc21 (stereo not drawn)	-3	0.0	0	11	94	1	-0.4	1.7	-8	-7
OCC1(Cc2ccccc2F)CCCN(CCc2ccccc2)C1 (stereo not drawn)	0	0.1	-4	9	95	30	0.1	0.0	-11	0
CN1CCN(C(=O)c2ccccc2NC(=O)c2ccccc2Br)CC1	-1	0.2	0	7	98	1	-1.6	-0.5	4	4
COCCN1C(=O)N[C@@H](c2ccco2)C(C(=O)OC)=C1C	5	0.1	1	1	99	10	-0.5	-2.8	-2	2
Cc1cc(NC(=O)COC(=O)C(Nc2ccc(C(F)(F)F)cc2Cl)C(C)C)no1 (stereo not drawn)	-6	0.4	-1	9	87	2	0.2	-1.2	-2	-11
CN(Cc1nc2ccccc2[nH]1)C(=O)C1CCC(=O)N(CCc2cccc(F)c2)C1 (stereo not drawn)	4	0.1	2	6	87	1	0.8	0.4	-1	2
CNC(=O)OCc1ncn(-c2ccccc2)c1COC(=O)NC	4	0.0	-2	.	99	1	.	-0.2	-5	-1
Cc1nc(N)sc1C(=O)N/N=C/c1ccco1	-1	0.2	4	-4	101	0	1.4	-0.1	-2	7
CNS(=O)(=O)c1cccc(C(=O)OCCCC(=O)c2ccccc2)c1	6	0.1	-2	-7	95	1	-1.2	1.5	4	-22
Cc1ccc(F)cc1NC(=O)C12CC3CC(C1)CC(n1cnc([N+](=O)[O-])n1)(C3)C2	3	0.1	0	10	86	1	-1.1	-2.0	1	4
CCCn1cc(NC(=O)c2cc(-c3ccccc3)on2)cn1	-9	-0.3	15	1	98	0	2.9	1.7	-4	-3
Next part.
SMILES	ABHD5-PLIN5 inh	aDG glyco up	Glyco luc inh	MC4R antagonist	ABCB6 inh MLPCN	Granule exo inh	MC4R ag barr	hiPSC survival	HTR2A ag	Cardio protect
CC(C)OC(=O)c1cccc(NC(=O)CSc2nnc(N)s2)c1	1	0.4	2	1	93	-10	1.1	0.1	-2	2
Cc1c(NS(=O)(=O)c2ccc3c(c2)CCN3C(=O)C2CC2)c(=O)n(-c2ccccc2)n1C	-2	-0.2	0	3	90	0	-1.8	1.7	-4	14
COCCCN1C(=O)C(CC(=O)NC(c2ccccc2)c2ccccc2)CC(C(=O)N(C)C)=C1C (stereo not drawn)	0	-0.1	4	1	97	6	-1.5	-1.0	1	6
COCCn1c(SCC(=O)c2cccc(OC)c2)nnc1-c1ccco1	3	-0.1	-1	-1	92	0	-1.3	1.2	1	-11
CS(=O)(=O)c1ccc(Cl)c(NC(=O)COC(=O)c2ncc(Cl)c(Cl)c2Cl)c1	0	-0.1	2	1	98	-1	-0.4	-0.3	5	1
Cc1cc(-c2ccc(C)c(S(=O)(=O)Nc3cc(C)on3)c2)on1	-2	1.2	0	9	132	-2	-3.1	-0.2	2	0
CCN(CC)CCNC(=O)CCN1N=C(c2ccccc2)CCC1=O	6	0.0	-3	8	99	1	-1.2	-0.4	-3	-3
O=C(NCCc1ccccc1F)c1[nH]c(C(F)(F)F)nc1-c1ccccc1	-5	0.0	-2	.	94	-1	.	1.6	-3	-5
NC(=O)Nc1ccc(C(=O)OCC(=O)Nc2ccc(Cl)cn2)cc1	-1	0.0	3	14	98	-6	-2.8	0.4	0	-1
Cc1ccc(-n2nc(C)c(=O)c(-c3ccccc3)c2NC(=O)C(C)C)cc1	2	0.1	2	1	94	-2	0.2	0.0	2	0
CCC(C)c1ccc(NC(=O)c2ccco2)cc1 (stereo not drawn)	-7	0.3	-18	-6	85	-5	1.7	-0.7	-1	-21
CCNC(=S)N(CCc1c(C)[nH]c2ccc(C)cc12)Cc1cc(OC)c(OC)c(OC)c1	-1	-0.4	-3	5	96	13	-1.2	-1.5	-3	-5
CC(C)Cc1nnc(NC(=O)CCC(=O)NC2CCCc3ccccc32)s1 (stereo not drawn)	-3	0.2	4	1	98	1	2.2	1.0	3	3
Cc1ccc(N(CC(=O)NCc2ccc(F)cc2)S(=O)(=O)c2c(C)n[nH]c2C)cc1	2	0.8	-1	16	92	8	1.1	0.4	-8	1

Single records, as listed above.
Listed for CC(C)OC(=O)c1cccc(NC(=O)CSc2nnc(N)s2)c1 = ABHD5-PLIN5 inh = 1; aDG glyco up = 0.4; Glyco luc inh = 2; MC4R antagonist = 1; ABCB6 inh MLPCN = 93; Granule exo inh = -10; MC4R ag barr = 1.1; hiPSC survival = 0.1; HTR2A ag = -2; Cardio protect = 2
Listed for Cc1c(NS(=O)(=O)c2ccc3c(c2)CCN3C(=O)C2CC2)c(=O)n(-c2ccccc2)n1C = ABHD5-PLIN5 inh = -2; aDG glyco up = -0.2; Glyco luc inh = 0; MC4R antagonist = 3; ABCB6 inh MLPCN = 90; Granule exo inh = 0; MC4R ag barr = -1.8; hiPSC survival = 1.7; HTR2A ag = -4; Cardio protect = 14
